V1aR counter – agonists of human V1a receptor, primary screen, counter-screen for OXTR agonist project, fluorescence, CHO-V1R cells. Vasopressin V1a receptor (Homo sapiens), P37288. activation, % at 3 µM. hit rate 0.25% among 320,000. Fluo-8 calcium fluorescence, agonist mode; 0% DMSO, 100% 3 nM vasopressin;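 active = activation above the mean activation of all tested compounds plus 3 SD, per screening run, cut at about 20% in these data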;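 note: signal is peak over basal fluorescence ratio across a 100 second FLIPR read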
M1 PAM parental – nonselective calcium activators in parental CHO-K1 cells, primary screen, counter-screen for M1 PAM project, cell-based, Fluo-8 calcium fluorescence, full deck, 1536-well. hit rate 0.02% among 360,000. activation, % at 3 µM. AID 602247, 2012. ATP EC20; 0% at ATP EC20, 100% at ATP max;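 active = activation above the run cutoff, the mean activation of all test compounds plus 3 SD, cut at about 40% in these data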;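 note: peak over basal fluorescence ratio in a 140 s read after ATP addition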
TAAR1 antagonist – human TAAR1 antagonists, primary screen, Fluo-8 calcium fluorescence, CHO RD-HGA16 cells. Trace amine-associated receptor 1 (Homo sapiens), Q96RJ0. antagonist. hit rate 1.5% among 360,000. inhibition, % at 3 µM;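 active = inhibition above a per-plate cutoff, the mean inhibition of test compounds on that plate plus 3 SD, cut at about 49% in these data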;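 note: 0% = DMSO plus EC80 beta-PEA response and 100% = DMSO alone without agonist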
Target sequence (Q96RJ0 whole entry, looked up): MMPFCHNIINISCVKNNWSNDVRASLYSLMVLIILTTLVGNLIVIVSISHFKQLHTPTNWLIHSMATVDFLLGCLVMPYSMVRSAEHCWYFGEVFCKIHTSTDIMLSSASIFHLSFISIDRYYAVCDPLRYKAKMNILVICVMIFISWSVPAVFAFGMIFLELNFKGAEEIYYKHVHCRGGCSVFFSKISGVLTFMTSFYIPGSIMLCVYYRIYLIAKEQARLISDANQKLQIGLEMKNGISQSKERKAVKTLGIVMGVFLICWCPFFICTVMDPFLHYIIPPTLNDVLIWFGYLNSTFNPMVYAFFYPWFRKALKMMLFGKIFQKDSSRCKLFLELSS
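Assay system: RD-HGA16 CHO cells with stable hTAAR1 and Gα16 / Reagent: EC80 β-phenethylamine stimulus / Doses: 3 µM, single point / Timing: dye loading 75 min at 37 °C, then 30 min room temperature / Measured by: Fluo-8 intracellular calcium dye fluorescence, real-time kinetic reads / Controls: vehicle wells and EC80 agonist wells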
OXTR ag – human OXTR agonists, primary screen, fluorescence, CHO-OTR cells, Fluo-8 calcium; Oxytocin receptor (Homo sapiens), P30559; Fluo-8 calcium fluorescence; normalized: DMSO 0%, oxytocin 100%; activation, % at 3 µM; hit rate 0.32% among 320,000; AID 2435, 2010;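 active = activation above the mean of all tested compounds plus 3 SD, cutoff set per screening run, cut at about 20% in these data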;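 note: peak over basal fluorescence ratio from a 100 s FLIPR kinetic read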
Target sequence (P30559 whole entry, looked up): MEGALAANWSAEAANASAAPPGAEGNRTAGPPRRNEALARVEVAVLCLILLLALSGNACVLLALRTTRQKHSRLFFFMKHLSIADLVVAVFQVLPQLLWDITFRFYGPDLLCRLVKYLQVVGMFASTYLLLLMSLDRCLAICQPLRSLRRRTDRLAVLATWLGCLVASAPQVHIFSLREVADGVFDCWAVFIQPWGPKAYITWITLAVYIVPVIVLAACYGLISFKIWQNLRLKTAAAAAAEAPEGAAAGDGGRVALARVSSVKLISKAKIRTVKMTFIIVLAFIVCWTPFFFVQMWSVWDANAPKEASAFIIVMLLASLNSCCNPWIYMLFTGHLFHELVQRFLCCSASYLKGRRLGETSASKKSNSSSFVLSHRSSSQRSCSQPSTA
CHO-K1 Ca ag – counter-screen for M1 agonists: effect in parental CHO-K1 cells | AID 602248, 2012 | activation, % at 3 µM | Fluo-8 calcium fluorescence; scaled to maximal ATP response, vehicle zero | hit rate 0.48% among 360,000; in the data active = activation above about 15%;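 note: untransfected CHO-K1 host cells lacking M1 receptor as counterscreen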
CHO-K1 Ca antag – M1 antagonist counterscreen hit in parental CHO-K1 cells | ATP-induced calcium, Fluo-8 fluorescence | inhibition, % at 3 µM | AID 602250 | hit rate 0.6% among 360,000;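 active = inhibition above a per-plate cutoff, the plate's mean sample inhibition plus 3 SD, cut at about 24% in these data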;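 note: 0% = DMSO plus EC80 ATP and 100% = DMSO alone without ATP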
OXTR potentiator – human OXTR potentiators, primary screen, fluorescence, CHO-OTR cells, Fluo-8 calcium | activation, % at 3 µM | hit rate 0.061% among 320,000 | Fluo-8 calcium fluorescence, potentiator mode; 0% = oxytocin EC15, 100% = EC100 | AID 2445, 2010 | Oxytocin receptor (Homo sapiens), P30559;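 active = activation above that plate's cutoff, the mean activation of tested compounds plus 3 SD, cut at about 6.6% in these data, passing the limit was not always enough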;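 note: 100% uses oxytocin at 75 nM as the full agonist control; some results filed as inactive read as strong as hits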
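System: human OTR in CHO cells / Also added: sub-maximal oxytocin, roughly EC15 / Control set: EC15 oxytocin low, 75 nM oxytocin high / Schedule: 6 min compound pre-incubation at room temperature, 100 s kinetic read / Compound: single-point 3.0 µM / Replication: singlicate / Technique: Fluo-8 calcium dye fluorescence / Read-out basis: % activation of max/min ratio relative to oxytocin controls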
CHO parental Ca – ATP-evoked calcium signal inhibitors, parental CHO, primary screen, counter-screen for OX1R antagonist project, cell-based, fluorescence, Fluo-8 calcium dye | parental CHO-K1, ATP-induced calcium, Fluo-8 fluorescence | inhibition, % at 5.6 µM | hit rate 0.63% among 330,000;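 active = inhibition above that plate's mean sample inhibition plus 3 SD, cut at about 26% in these data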;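 note: 0% = ATP-challenged DMSO wells and 100% = DMSO wells without ATP; some compounds past the cut are filed as inactive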
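Material: Parental CHO cells | Reagent: ATP | Compound dosing: Single nominal dose of 5.6 µM per compound | Detection: Intracellular calcium via Fluo-8 no-wash fluorescent dye | Read-out: % inhibition of ATP-induced calcium mobilization | Benchmarks: Low control ATP plus DMSO, high control DMSO only | Replicates: Singlicate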
GPR7 antag – GPR7 receptor antagonists, primary screen, cell-based, fluorescence, single concentration; Neuropeptides B/W receptor type 1 (Homo sapiens), P48145; GPR7-expressing cells, fluorescence antagonist assay; inhibition, % at 4.4 µM; hit rate 1.1% among 290,000; in the data active = inhibition above about 16%, passing the limit was not always enough;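 note: cells stimulated with the agonist NPW; 0% = agonist with vehicle and 100% = vehicle without agonist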
Target sequence (P48145 whole entry, looked up): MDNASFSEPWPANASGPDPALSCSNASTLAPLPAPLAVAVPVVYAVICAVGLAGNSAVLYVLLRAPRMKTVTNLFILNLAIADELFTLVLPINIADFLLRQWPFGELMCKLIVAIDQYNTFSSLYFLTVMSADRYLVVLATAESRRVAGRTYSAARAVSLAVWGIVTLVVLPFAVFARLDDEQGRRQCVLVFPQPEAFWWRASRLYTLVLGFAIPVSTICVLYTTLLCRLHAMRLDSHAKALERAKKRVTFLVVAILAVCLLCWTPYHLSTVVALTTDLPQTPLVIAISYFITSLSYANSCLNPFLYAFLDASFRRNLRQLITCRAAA
Active calls of the source: *; . = no result given.

canonical_smiles | M1 PAM parental | GPR7 antag | TAAR1 antagonist | V1aR counter | CHO-K1 Ca antag | CHO parental Ca | OXTR ag | OXTR potentiator | CHO-K1 Ca ag
Cc1ccc(OCC(=O)Nc2cccc(S(=O)(=O)N3CCOCC3)c2)c([N+](=O)[O-])n1 | 9 | 1 | 2 | 1.6 | 1 | -17 | 1.0 | -4 | 1.2
Cc1cc(C)cc(N2C(=O)C3CCCN3C2=S)c1 (stereo unspecified) | 15 | -13 | -31 | -0.8 | -7 | -13 | -1.4 | -11 | 17*
O=C(c1ccco1)N1N=C(c2ccccc2O)CC1c1cccs1 (stereo unspecified) | 17 | . | 22 | . | -6 | . | . | . | 1.4
Cc1cc(C)nc(NC(=O)c2ccc(Cl)c(Cl)c2)n1 | -3 | 9 | 2 | -0.3 | 2 | -4 | 0.3 | 2 | 4.8
COC(=O)CSc1nnc(SCc2ccccc2)s1 | -10 | 15 | -17 | -0.6 | -3 | -8 | -0.7 | -7 | -0.4
Cc1cccc(Nc2nc(NCCO)nc(N3CCCC3)n2)c1 | 5 | . | 2 | -1.5 | -4 | -9 | -1.1 | -2 | -0.3
COc1ccc(C(=O)O/N=C(\C)c2cnccn2)cc1 | 14 | 1 | -22 | -0.3 | -3 | -1 | -0.6 | -2 | 0.6
CC(=O)N(c1ccc2oc(=O)sc2c1)S(=O)(=O)c1ccccc1 | 17 | -8 | 7 | 0.8 | -11 | 3 | 0.2 | -3 | 0.6
COc1ccc(Cc2nnc(NC(=O)Nc3ccc(F)cc3)s2)cc1OC | 9 | -4 | 7 | 5.0 | -18 | -20 | 1.8 | -6 | 2.3
Cc1cc(-c2nnc(CCC(=O)N3CCN(Cc4cccnc4)CC3)o2)c(C)o1 | -2 | -8 | -10 | 0.8 | 4 | -14 | -0.2 | -5 | -0.1
O=C(NCCCc1ccccc1)c1cccc([N+](=O)[O-])c1 | -14 | -2 | 2 | -1.1 | 21 | 0 | -1.2 | 0 | -0.2
Cc1ccc(C(=O)NCC2CCCO2)cc1N1CCCC1=O (stereo unspecified) | 8 | -12 | 9 | -0.1 | -1 | 1 | -0.4 | -13 | -0.2

Next section, overlapping the part above by 2 compounds.
canonical_smiles | M1 PAM parental | GPR7 antag | TAAR1 antagonist | V1aR counter | CHO-K1 Ca antag | CHO parental Ca | OXTR ag | OXTR potentiator | CHO-K1 Ca ag
O=C(NCCCc1ccccc1)c1cccc([N+](=O)[O-])c1 | -14 | -2 | 2 | -1.1 | 21 | 0 | -1.2 | 0 | -0.2
Cc1ccc(C(=O)NCC2CCCO2)cc1N1CCCC1=O (stereo unspecified) | 8 | -12 | 9 | -0.1 | -1 | 1 | -0.4 | -13 | -0.2
COc1ccc(Cl)cc1C(=O)NC(C)C | 1 | -4 | 3 | -0.3 | 4 | 0 | 1.6 | -9 | -0.1
COc1cccc(/C=C2/SC(=S)N(CCC(=O)N3CCOCC3)C2=O)c1 | 7 | -11 | -13 | 1.1 | -12 | -24 | 0.9 | -7 | 0.7
C/C(=N\NC(=O)c1c(Cl)c(C)nn1C)c1cccc(NC(=O)C2CCCC2)c1 | 11 | -5 | 13 | 0.4 | -12 | -9 | -0.2 | -9 | 1.4
CC1(c2ccccc2Cl)NC(=O)N(CC(=O)Nc2cccnc2Cl)C1=O (stereo unspecified) | -9 | . | -2 | 0.5 | 5 | -14 | 1.1 | -4 | 0.6
Nc1ccc2c(c1)ncn2CCCn1cnc2cc(N)ccc21 | 7 | -17 | 5 | 0.0 | -22 | 2 | -0.9 | -8 | 0.8
Clc1ccc(Sc2ccccn2)cc1 | -1 | -7 | -12 | 0.3 | -9 | -1 | -1.9 | -11 | 0.2
Cc1c(C)n(Cc2ccccc2)c2ncnc(N)c12 | 6 | -7 | 2 | 7.6 | -17 | -8 | 4.0 | -15 | 1.8
COc1ccc(-c2noc(CN3CCCC(OCc4ccccn4)C3)n2)cc1 (stereo unspecified) | 3 | -9 | -22 | 3.4 | -14 | -26 | 3.1 | -6 | 3.5
O=C(CNCc1ccccc1Cl)NCc1ccco1 | 20 | 6 | 3 | 0.3 | -9 | -7 | 1.1 | -2 | 1.1
O=C(CN1C(=O)C(=O)N(C2CCCC2)C1=O)NCCc1ccc(F)cc1 | 4 | . | -16 | 1.1 | -2 | -15 | 1.5 | 2 | 0.0
O=C(Nc1ccc2c(c1)OCCO2)C(=S)NCc1ccccc1 | 15 | -11 | -9 | 0.9 | -11 | 0 | -0.5 | -2 | 1.2
COc1cc(OC)cc(C(=O)Nc2nnc(SCC(=O)NCC3CCCO3)s2)c1 (stereo unspecified) | -16 | -4 | 5 | 0.1 | -6 | -2 | -0.5 | 0 | -0.1
CC(=O)c1cnc(-c2ccccn2)s1 | -12 | -7 | -41 | -0.6 | -3 | -3 | 0.1 | -1 | 0.2
C=CCn1c(Cc2cccs2)nnc1SCC(=O)NCc1ccco1 | 10 | -8 | -12 | 5.2 | -9 | -16 | -1.1 | -14 | 0.3
COc1ccc(C2NC(=S)NC3=C2CCc2ccccc23)cc1OC (stereo unspecified) | -3 | -7 | -17 | 0.1 | 1 | -6 | 1.1 | -9 | 0.0
CC(=O)Nc1ccc(/C=C/c2nc(-c3ccccc3O)n[nH]2)cc1 | 6 | 15 | 27 | 4.5 | -2 | -7 | 5.5 | -4 | 6.6
O=C(Cc1nc2ccccc2[nH]1)c1ccc(Cl)cc1 | -3 | -5 | -8 | 0.4 | -18 | -17 | -0.7 | -1 | 0.0
CN1OC[C@@H]2CN(C(=O)c3cccnc3)[C@H](c3ccc(N4CCCCC4)cc3)C[C@@H]21 | -7 | . | -30 | . | 9 | . | . | . | 0.1
OCCN(Cc1ccccc1)Cc1ccccc1Cl | 11 | -9 | 13 | -1.2 | -11 | 5 | -1.1 | 2 | 2.9
CCOC(=O)N1CCN(C(=O)COC(=O)c2ccc(Cl)nc2)CC1 | 5 | . | 3 | 0.3 | -15 | -9 | 1.6 | -1 | 1.4
Cc1cc(C)cc(OC(=O)C23CCC(C)(C(=O)O2)C3(C)C)c1 (stereo unspecified) | 22 | -18 | -59 | -1.5 | -11 | -10 | -2.5 | -5 | -0.4
Cc1cccc(Oc2c([N+](=O)[O-])c(=O)n(C)c3ccccc23)c1 | -10 | -3 | 6 | -0.8 | 0 | -6 | -1.8 | -8 | 0.1
Cc1ccc([C@H]2N[C@]3(CCCN(Cc4cccn4C)C3=O)[C@H]3C(=O)N(C)C(=O)[C@@H]23)cc1 | -14 | . | -18 | . | 19 | . | . | . | -0.3
COc1ccccc1NS(=O)(=O)c1ccc(NC(=O)Cc2cccs2)cc1 | 24 | 5 | 9 | 5.3 | -5 | -9 | 5.2 | -11 | 2.9
CCOC(=O)C1=CN(Cc2cccc(F)c2)S(=O)(=O)N(CC)C1CCc1ccccc1 (stereo unspecified) | 6 | . | 10 | . | 1 | -6 | . | . | 0.9
CCOc1ccccc1CN1CCC(n2nccc2NC(=O)C2CCCC2)CC1 | 0 | -4 | -17 | 0.3 | 3 | -21 | 0.0 | -2 | 0.4
O=C(Cc1ccc(S(=O)(=O)N2CCOCC2)s1)N1CCN(S(=O)(=O)c2cccc(Cl)c2)CC1 | -20 | . | -4 | 2.2 | -4 | 19 | 2.8 | -7 | 2.3
Cc1ccc(C(=O)Nc2ccc3nc(C)sc3c2)o1 | 14 | . | -21 | . | -8 | . | . | . | 0.8
O=C(Nc1ncc(C(F)(F)F)cc1Cl)C1COc2ccccc2O1 (stereo unspecified) | -10 | 1 | -2 | -1.3 | 5 | 2 | -1.9 | -14 | -0.1
O=c1c(-c2ccccc2Cl)coc2c(CN3CCCCC3)c(O)ccc12 | 3 | 5 | 4 | 1.6 | -12 | -5 | 0.4 | -13 | 0.6
COc1ccc(S(=O)(=O)NCc2cc(-c3ccccc3Cl)no2)cc1 | 12 | -4 | 7 | 3.0 | 5 | -17 | 1.4 | -6 | -0.6
COc1cccc(CNC(=O)Cc2ccc(S(=O)(=O)N3CCOCC3)s2)c1 | -11 | . | -3 | 4.6 | 4 | 3 | 0.3 | 0 | 0.3
CCN(CCn1cccn1)C(=O)CC1C(=O)NCCN1Cc1ccc(F)c(F)c1 (stereo unspecified) | 1 | 1 | -39 | 0.0 | -9 | -9 | 1.4 | 0 | 1.0
CCc1ccc(N2CC(C(=O)N/N=C/c3ccccc3)CC2=O)cc1 (stereo unspecified) | -4 | . | -34 | 0.0 | -2 | -32 | -1.0 | -2 | -1.1
COc1ccc(Cl)cc1NC(=O)CN(C)C(=O)c1cc2ccccc2cc1OC | -13 | . | -22 | 0.0 | 14 | -13 | -0.2 | -8 | 0.9
Cc1cc(-c2nnc(CCC(=O)N(CC3CCC3)CC3CCCO3)o2)no1 (stereo unspecified) | 26 | -12 | 2 | -1.0 | -11 | -8 | -0.8 | -3 | 0.9
COc1ccc(OC)c(Nc2ccc(Nc3cc(OC)ccc3OC)nn2)c1 | -4 | 8 | -7 | 0.2 | 11 | -18 | -1.2 | -8 | -0.1
COc1cc(C2c3cc4c(cc3OC(NCCc3ccccc3)C2C)OCO4)cc(OC)c1OC (stereo unspecified) | 6 | . | 91* | . | -6 | . | . | . | 1.1
COc1ccc(/C(O)=C2/C(=O)C(=O)N(c3ccccn3)C2c2ccc(OC)c(OC)c2)cc1 (stereo unspecified) | -2 | 1 | -11 | 0.7 | 4 | -14 | 0.2 | -4 | -0.1
COC(=O)C1=C(C(=O)OC)[C@@H]2N(C)c3ccccc3[C@@]23C[C@@H](C(=O)OC)N(C(=O)COCc2ccccc2)C3=N1 | -11 | . | . | -1.4 | -8 | -27 | -2.2 | 3 | -0.8
COc1ccc(-c2ccc3c(c2)S(=O)(=O)c2cccc(C(=O)N4CCN(c5ccccn5)CC4)c2C3=O)cc1OC | 15 | . | 36 | . | -4 | . | . | . | 4.3

Assay outcomes as filed in PubChem BioAssay.
